HT1080 IDH1KD tx – HT-1080 IDH1 knockdown cell toxicity (counter line); HT-1080 IDH1 knockdown viability, ATP luminescence, 48 h; Potency, µM (doses to about 46.1 µM), for inactives: top-dose activity, negative = toxicity, hits mostly cytotoxic; 2% of 360,000 active;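 further: potency means the concentration at half of the fitted maximal effect; 0% = DMSO wells and -100% = cell-free medium wells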
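% activity derives from luminescence (CellTiter-Glo), normalised to DMSO and no-cell wells. HT-1080-IDH1KD cells, 750/well, had 48 h compound exposure at 37 °C.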
IL1B secr inh – inflammasome signaling inhibition, IL-1 beta readout; activity change, % at 57.5 µM; THP-1 LPS/ATP IL-1B secretion, AlphaLISA, 16 h; active compounds read low; 4.7% of 360,000 active; in the data active means activity change below about -50%; inconclusive means mostly about -30% to -49%; further: on the % scale 0 is the no-effect control and ±100 the full control effect
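Secreted IL-1B measured by AlphaLISA bead assay after 16 h compound exposure of THP-1 cells; compounds (final up to 57.5 uM) added 1 h before LPS (250 ng/mL) and ATP (1.25 mM) stimulation; lower signal means less secretion.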
SW480 rereplic – induces DNA re-replication in SW480 colon adenocarcinoma cells. Potency, µM (titrated, usually from 46.1 µM), for inactives: at the top dose re-replication activation, usual class: activators. SW480 DNA re-replication, Hoechst DNA content imaging, 48 h. 1.8% of 340,000 active. AID 624297; further: potency means the concentration at half of the fitted maximal effect; % of control where 0% means no effect; nearly all actives have a fitted effect of over 55% in size
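Compounds, transferred as 23 nL by pin tool, were incubated with cells for 48 hr; DNA content per nucleus was then quantified by Hoechst staining and fluorescence plate imaging.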
WRN helicase inh – WRN helicase (human) inhibition | Q14191 | 0.46% of 360,000 active | WRN helicase unwinding, fluorescent forked duplex, kinetic | Potency, µM (doses to about 114 µM), without a hit: top-dose activity change, negative = inhibition, hits mostly inhibitors | AID 651768; further: potency means the concentration at half of the fitted maximal effect; on the % scale 0 is the no-effect control and ±100 the full control effect; nearly all actives have a fitted effect of over 55% in size
Target sequence (Q14191 whole entry, looked up): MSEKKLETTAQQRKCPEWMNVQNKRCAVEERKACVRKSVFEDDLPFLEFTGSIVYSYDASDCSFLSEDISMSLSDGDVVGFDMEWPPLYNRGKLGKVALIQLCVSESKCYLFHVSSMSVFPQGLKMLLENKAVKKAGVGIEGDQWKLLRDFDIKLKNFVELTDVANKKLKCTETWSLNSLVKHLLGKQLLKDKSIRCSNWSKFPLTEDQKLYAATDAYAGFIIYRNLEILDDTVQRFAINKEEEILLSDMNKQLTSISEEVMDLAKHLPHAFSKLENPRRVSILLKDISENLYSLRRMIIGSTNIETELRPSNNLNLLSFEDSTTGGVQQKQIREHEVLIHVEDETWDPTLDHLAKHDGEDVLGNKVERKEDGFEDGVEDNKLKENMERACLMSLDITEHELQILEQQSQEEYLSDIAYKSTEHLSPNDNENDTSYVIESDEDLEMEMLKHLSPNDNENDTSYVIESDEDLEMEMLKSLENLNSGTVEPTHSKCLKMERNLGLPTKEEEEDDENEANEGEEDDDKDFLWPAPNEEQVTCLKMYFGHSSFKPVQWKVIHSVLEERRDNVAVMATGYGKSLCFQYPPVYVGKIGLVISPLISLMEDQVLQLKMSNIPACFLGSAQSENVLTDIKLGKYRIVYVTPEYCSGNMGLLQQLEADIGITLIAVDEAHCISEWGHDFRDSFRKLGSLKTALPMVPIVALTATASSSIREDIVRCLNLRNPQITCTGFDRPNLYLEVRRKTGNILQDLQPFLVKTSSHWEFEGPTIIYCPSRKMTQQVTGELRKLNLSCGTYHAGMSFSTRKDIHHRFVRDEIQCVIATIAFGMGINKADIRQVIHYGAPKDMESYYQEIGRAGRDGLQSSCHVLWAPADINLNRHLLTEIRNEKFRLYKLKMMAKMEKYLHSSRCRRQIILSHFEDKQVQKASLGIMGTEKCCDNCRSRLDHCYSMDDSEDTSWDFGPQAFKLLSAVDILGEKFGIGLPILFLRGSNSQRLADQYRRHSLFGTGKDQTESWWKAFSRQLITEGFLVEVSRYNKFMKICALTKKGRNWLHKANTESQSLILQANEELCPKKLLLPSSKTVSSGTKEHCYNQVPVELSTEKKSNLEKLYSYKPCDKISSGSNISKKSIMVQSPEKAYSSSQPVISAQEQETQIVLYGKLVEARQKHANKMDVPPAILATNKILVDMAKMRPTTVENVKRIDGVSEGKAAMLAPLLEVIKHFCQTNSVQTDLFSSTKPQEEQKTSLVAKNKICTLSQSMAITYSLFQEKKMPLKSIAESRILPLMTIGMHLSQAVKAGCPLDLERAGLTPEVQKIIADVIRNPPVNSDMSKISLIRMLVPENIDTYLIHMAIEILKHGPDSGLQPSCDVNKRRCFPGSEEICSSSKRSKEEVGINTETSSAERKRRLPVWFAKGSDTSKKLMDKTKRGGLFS
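Kinetic fluorescence helicase assay: unwinding of a quenched forked DNA duplex (100 nM final) with 2 mM ATP final raises red fluorescence (525/598 nm). Compounds sat 15 min at room temperature with 20 nM WRN beforehand.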
ATXN2 expr inh – reduces ATXN2 reporter expression in HEK-293 cells | HEK-293 ATXN2-luciferase reporter, luminescence, 24 h | Potency, µM (series often up to 57 µM), without a hit: at the top dose activity change, negative = inhibition, most hits filed as inhibitors | 0.72% of 360,000 active; further: potency means the concentration at half of the fitted maximal effect; on the % scale 0 is the no-effect control and ±100 the full control effect; nearly all actives have a fitted effect of over 55% in size
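qHTS (up to 57 uM final) was run with 24 h compound exposure of reporter cells at 37 °C. Each well was multiplexed: SteadyGlo luminescence measured ATXN2-luciferase expression after a fluorogenic Gly-Phe-AFC viability readout (25 uM final).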
HT1080NT lethal – kills 2HG-producing HT-1080-NT fibrosarcoma cells | Potency, µM (top dose mostly 46.1 µM), for the others: at the top dose activity, negative = less viability, hits mostly cytotoxic | 1.6% of 360,000 active | AID 686970 | HT-1080-NT fibrosarcoma viability, CellTiter-Glo ATP luminescence, 48 h;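 further: NT is the 2HG producing partner of a matched IDH1 knockdown line; potency means the concentration at half of the fitted maximal effect; 0% = DMSO-treated cells and -100% = media-only wells without cells; nearly all actives have a fitted effect of over 55% in size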
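HT-1080-NT fibrosarcoma cells (2HG-overproducing), 750 cells/well in RPMI with 5% FBS, dosed after 2 h and incubated 48 h at 37C. CellTiter-Glo luminescence normalized to DMSO and no-cell wells; concentration-response curves fitted and classed.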
KB-V1 cytotox – KB-V1 MDR subline cytotoxicity. KB-V1 MDR cells viability, CellTiter-Glo, 72 h. Potency, µM (doses to about 46.1 µM), for inactives: at the top dose activity change, negative = cytotoxicity, most hits filed as cytotoxic. 3.4% of 400,000 active; further: potency means the concentration at half of the fitted maximal effect; on the % scale 0 is the no-effect control and ±100 the full control effect; nearly all actives have a fitted effect of over 60% in size
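Compound-treated KB-V1 multidrug-resistant cells, 72 h, 37 degrees C; viability by CellTiter-Glo. Fitted qHTS curves give the values.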
KB-3-1 cytotox – kills parental KB-3-1 adenocarcinoma cells; KB-3-1 viability, CellTiter-Glo ATP luminescence, 72 h; Potency, µM (doses to about 46.1 µM), inactives show top-dose activity change, negative = cytotoxic, actives largely listed as cytotoxic; 1.4% of 400,000 active; AID 1347075; further: potency means the concentration at half of the fitted maximal effect; on the % scale 0 is the no-effect control and ±100 the full control effect; nearly all actives have a fitted effect of over 60% in size
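Parental KB-3-1 viability, qHTS format: 72 h compound exposure, 37 °C; CellTiter-Glo; media-only wells and DMSO plates as controls; concentration-effect fits on corrected data.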
MCF10A rereplic – induces DNA re-replication in MCF 10a normal breast cells | Potency, µM (top dose mostly 46.1 µM), inactives show top-dose activity, positive = re-replication, actives largely listed as activators | 2.9% of 350,000 active | MCF 10A DNA re-replication, Hoechst nuclear intensity, 48 h; further: potency means the concentration at half of the fitted maximal effect; % of control where 0% means no effect; nearly all actives have a fitted effect of over 50% in size
An asterisk follows results filed as active; ? = inconclusive; · = no result given; & = joins results of further samples; [ ] = another dose, or the depositor's remark. Unless noted, the call rests on the fitted dose curve; in most records, active means well fitted curve in the direction sought with a large enough effect; inconclusive means small, poorly fitted or top-dose-only effect, or another doubt; inactive means no such curve, though single readings can be large; an effect the other way counts as inactive or inconclusive.

SMILES | HT1080 IDH1KD tx | IL1B secr inh | SW480 rereplic | WRN helicase inh | ATXN2 expr inh | HT1080NT lethal | KB-V1 cytotox | KB-3-1 cytotox | MCF10A rereplic
C(=N\n1cncn1)/c1ccc(N2CCOCC2)cc1 | 0% | ? | -11% | -5% | 11% | -6% | 4% | -4% | 8%
COc1ccc(/C=N/NC(=O)c2ccc(COc3ccccc3Cl)o2)c(OC)c1C | ? | 5 | 2% | -13% | ? | ? | -16% | -16% | ?
CSc1ccccc1-n1nnnc1SCC(=O)NCc1cccs1 | -5% | -9 | 1% | -25% | 9% | 0% | 0% | -5% | 3%
CNC(=O)CSc1nc2cc(S(=O)(=O)Nc3ccccc3OC)ccc2o1 | -9% | 30 | 0% | -9% | 11% | 2% | -14% | -1% | ?
C/C(=N\NC(=O)c1ccccc1F)c1ccc2c(c1)Nc1ccccc1S2 | ? | ? | ? | -9% | 10% | -28% | -21% | ? | 25%
Cc1ccc2c(c1)C(c1ccccc1)N(C(=O)c1ccc3c(c1)OCO3)CC(=O)N2 (stereo not drawn) | -2% | 17 | 14% | -5% | -15% | -7% | ? | -12% | -1%
Cc1cc(C(=O)Nc2ccc3c(c2)OCCO3)c2ccccc2n1 | -6% | -3 | -3% | -4% | -24% | -4% | -10% | -2% | 0%
O=Nc1c(-c2c(O)[nH]c3cc(Br)ccc23)[nH]c2ccccc12 | 8.2µM* | -106* | ? | -14% | ? | 5.2µM* | 21µM* | ? | -8%
Cc1c(-n2c(SCC(N)=O)nc3ccccc3c2=O)c(=O)n(-c2ccccc2)n1C | 6% | 0 | -8% | 3% | 2% | 5% | 8% | -4% | 5%
Cc1ccc(NC(=O)Cn2nnc3ccccc32)cc1 | 7% | -5 | -5% | -10% | 42%[activator] | -10% | -12% | 1% | -7%
CCCn1c(=N)n(CC(=O)c2ccco2)c2ccccc21 | -15% | -18 | 3% | -7% | 2% | 8% | ? | 0% | 3%
Cc1ccccc1-c1nnc(SCC(=O)N(CC(C)C)c2c(N)n(CC(C)C)c(=O)[nH]c2=O)n1C | 3% | -8 | -6% | 5% | 9% | -8% | 19% | 15% | -2%
COc1cccc(CC(=O)Nc2nc(-c3ccc(OC)c(OC)c3)cs2)c1 | -20% | -50* | 8% | -34% | ? | ? | ? | -22% | 15%
COc1ccc(NC(=O)CSCC(=O)N(C)CCOc2ccc(Cl)cc2)cc1 | -5% | -5 | 0% | -9% | 3% | 5% | -20% | ? | 11%
Cc1ccc(SCCC(=O)NC(C)C)cc1 | 12% | -8 | -1% | 13% | 15% | 16% | -25% | 1% | 1%
COc1ccc(C2C(C(=O)Nc3cccc(OC)c3)c3ccccc3C(=O)N2C)cc1 (stereo not drawn) | 3% | 18 | -11% | -2% | -5% | -3% | ? | -12% | 5%
Cc1ccc(Cl)c(NC(=O)CCl)c1Cl | -10% | -91* | 11% | 1% | 14% | -27% | -43% | 23µM* | 4%
Cc1ccc2c(c1)NC(C(C)(C)C)CO2 (stereo not drawn) | 4% | 16 | 5% | 4% | -7% | 8% | 28% | 0% | -8%
CC(=O)N(CN1C(=O)CCC1=O)c1cccc(Cl)c1 | 9% | 19 | -5% | 2% | -7% | 11% | ? | 13% | 0%
CCCCN(CC)C(=O)CSc1nc2c(sc(=S)n2-c2ccc(OCC)cc2)c(=O)[nH]1 | 0% | 57 | 0% | -5% | -30% | 3% | ? | 5% | -53%[inhibitor][9.22 µM]
O=C(Nc1ccn(Cc2c(F)c(F)c(F)c(F)c2F)n1)c1ccc(COc2ccccc2Cl)cc1 | ? | 0 | 0% | -9% | -4% | 10%[9.24 µM] | 1% | ? | 20%
CCOc1ccc(-c2nc(CSCC(=O)NCC3CCCO3)c(C)o2)cc1 (stereo not drawn) | 1% | 19 | -3% | 6% | -3% | 8% | -7% | -11% | 8%
O=C(OCCOc1cccc(Cl)c1)c1cc(S(=O)(=O)N2CCOCC2)ccc1F | 25% | -9 | -4% | -7% | 4% | 15% | 11% | 5% | 8%
CCOC(=O)c1c(C)n(-c2ccc(C)cc2)c2ccc(O)c(CN(C)C)c12 | 16µM* | -68* | ? | 7% | ? | 16µM* | -6% | 0% | ?
Cc1ccc(S(=O)(=O)N(C)CCCC(=O)Nc2ccccn2)cc1 | 21% | 5 | -1% | 1% | -5% | 19% | -3% | 1% | -17%

Exported with tabs: 2 of the compounds above.
SMILES	HT1080 IDH1KD tx	IL1B secr inh	SW480 rereplic	WRN helicase inh	ATXN2 expr inh	HT1080NT lethal	KB-V1 cytotox	KB-3-1 cytotox	MCF10A rereplic
Cc1ccc(NC(=O)Cn2nnc3ccccc32)cc1	7%	-5	-5%	-10%	42%[activator]	-10%	-12%	1%	-7%
Cc1ccc(SCCC(=O)NC(C)C)cc1	12%	-8	-1%	13%	15%	16%	-25%	1%	1%

More results:
SMILES | HT1080 IDH1KD tx | IL1B secr inh | SW480 rereplic | WRN helicase inh | ATXN2 expr inh | HT1080NT lethal | KB-V1 cytotox | KB-3-1 cytotox | MCF10A rereplic
COc1cc2c(C#CCCO)c(-c3ccsc3)oc(=O)c2cc1OC | -8% | -73* | -7% | 1% | ? | -12% | -47% | -28% | 25%
COCCN(C(=O)C1CCC1)c1nnc(-c2cccnc2)s1 | 5% | -5 | -6% | 9% | 4% | 8% | -4% | -2% | -5%
COc1cc(C(=O)OCC(=O)Nc2c(C)n(C)n(-c3ccccc3)c2=O)c([N+](=O)[O-])cc1OC | 1% | -1 | -3% | -20% | 18% | -2% | -1% | -6% | 19%
CCc1ccc(N2CC(C(=O)Nc3cccnc3)CC2=O)cc1 (stereo not drawn) | 9% | 10 | 1% | -11% | -24% | 12% | 5% | -7% | 1%
Cc1ccc(OC(=O)N(C)C[C@@H]2OCc3cn(nn3)CCCC(=O)N([C@@H](C)CO)C[C@H]2C)cc1 | 5% | -22 | · | 7% | 8% | 3% | 7% | 5% | ·
O=C1NC(c2ccc(-c3ccccc3[N+](=O)[O-])o2)C(C(=O)c2ccccc2)C(O)(C(F)(F)F)N1 (stereo not drawn) | 0% | 5 | ? | -4% | · | 0% | 17% | 5% | ?
Cc1occc1-c1nnc(SCC(=O)N2CCCCC2)n1C | 13% | 20 | -33%[inhibitor] | 1% | 5% | 9% | 8% | 8% | 4%
Cc1nc(NC(=O)c2ccc(F)cc2)sc1C(=O)Nc1ccc2c(c1)CCC2 | -3% | 3 | ? | -7% | 6% | ? | 0% | -12% | -8%
COc1ccc(S(=O)(=O)NCCSC(C)(C)C)cc1Cl | 0% | -8 | 3% | 103%[activator] | 0% | 6% | ? | -12% | -5%
O=C(CSc1nnc(-c2cccnc2)n1Cc1ccco1)N1CCc2ccccc21 | 4% | 5 | -7% | -4% | -3% | 2% | -17% | 27% | -181%[0.0737 µM]
CC(C)C[C@H](NC(=O)[C@@H]1O[C@H]1C(=O)O)C(=O)NCCCCN=C(N)N | 4% | 12 | -5% | 7% | 2% | 19% | -3% | 0% | -9%
N#Cc1ccccc1NC(=O)COc1ccccc1C(=O)Nc1ccccc1 | -11% | 0 | ? | -12% | -13% | -14% | -17%&8% | -2%&0% | 10%
Cc1cc(OCC(=O)N(Cc2ccco2)C2CCS(=O)(=O)C2)ccc1Cl (stereo not drawn) | -14% | -5 | 7% | 2% | -12% | 0% | -18% | -12% | 8%
C[C@@H]1CN([C@@H](C)CO)C(=O)CCCn2nncc2CO[C@@H]1CN(C)C(=O)Nc1ccccc1F | 14% | 19 | · | 4% | 3% | 5% | 7% | 17% | ·
CCOC(=O)CC(NC(=O)C1c2ccccc2Oc2ccccc21)c1ccc(C)cc1 (stereo not drawn) | 2% | 10 | 4% | 0% | -12% | -1% | -6% | 7% | 15%
CCCn1nc(NS(C)(=O)=O)c2cc3cccc(C)c3nc21 | 0% | 13 | -1% | 4% | -4% | -4% | 0% | 11% | 9%
O=C(c1ccc2nc(Cc3ccccc3F)oc2c1)N1CC[C@H](O)C1 | ? | 4 | -1% | -2% | 9% | 7% | -2% | 13% | ?

Of the compounds above, eight have a Cl atom:
SMILES | HT1080 IDH1KD tx | IL1B secr inh | SW480 rereplic | WRN helicase inh | ATXN2 expr inh | HT1080NT lethal | KB-V1 cytotox | KB-3-1 cytotox | MCF10A rereplic
COc1ccc(/C=N/NC(=O)c2ccc(COc3ccccc3Cl)o2)c(OC)c1C | ? | 5 | 2% | -13% | ? | ? | -16% | -16% | ?
COc1ccc(NC(=O)CSCC(=O)N(C)CCOc2ccc(Cl)cc2)cc1 | -5% | -5 | 0% | -9% | 3% | 5% | -20% | ? | 11%
Cc1ccc(Cl)c(NC(=O)CCl)c1Cl | -10% | -91* | 11% | 1% | 14% | -27% | -43% | 23µM* | 4%
CC(=O)N(CN1C(=O)CCC1=O)c1cccc(Cl)c1 | 9% | 19 | -5% | 2% | -7% | 11% | ? | 13% | 0%
O=C(Nc1ccn(Cc2c(F)c(F)c(F)c(F)c2F)n1)c1ccc(COc2ccccc2Cl)cc1 | ? | 0 | 0% | -9% | -4% | 10%[9.24 µM] | 1% | ? | 20%
O=C(OCCOc1cccc(Cl)c1)c1cc(S(=O)(=O)N2CCOCC2)ccc1F | 25% | -9 | -4% | -7% | 4% | 15% | 11% | 5% | 8%
COc1ccc(S(=O)(=O)NCCSC(C)(C)C)cc1Cl | 0% | -8 | 3% | 103%[activator] | 0% | 6% | ? | -12% | -5%
Cc1cc(OCC(=O)N(Cc2ccco2)C2CCS(=O)(=O)C2)ccc1Cl (stereo not drawn) | -14% | -5 | 7% | 2% | -12% | 0% | -18% | -12% | 8%
